LAP4 TOR yeast: modulators of LAP4-GFP expression in yeast, primary screen, S. cerevisiae, multiplex flow cytometry, MLPCN library | 0.34% of 320,000 active | AID 2023, 2009 | 3 h; median GFP as percent of DMSO wells | GFP response vs DMSO, % at 10 µM;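 active means GFP response vs DMSO above a set limit, about the screen mean plus 3 SD, cut at about 150% in these data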
proCasp3 act: activators of human procaspase-3 D3A mutant, primary screen, biochemical, absorbance, PC-3 D3A mutant, single concentration; activation, % at 8.5 µM; recombinant procaspase-3 D3A, Ac-DEVD-pNA absorbance 405 nm; Caspase-3 (Homo sapiens), P42574; 0.11% of 330,000 active; AID 463141, 2010;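 active means activation above the mean of all tested compounds plus 3 SD, cut at about 21% in these data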;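 further: 0% = DMSO alone and 100% = DMSO wells spiked with extra 5 µM PC-3 D3A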
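Test system: Procaspase-3 D3A mutant; medium: Zinc-free HEPES/NaCl buffer with 0.01% Triton X-100 at pH 7.4; reagent: DEVD-pNA substrate; doses: one concentration, 8.5 µM nominal, 0.8% DMSO; times: 1 h preincubation plus 2 h reaction at 25 °C; signal: Epi-absorbance at 405 nm of released p-nitroaniline, 0 and 120 min; replicates: singlicate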
ZTA counter: ZTA (EBV) inhibition in EBNA-1 counter-screen; P03206; ZTA-DNA binding, fluorescence polarization; 0.15% of 320,000 active; AID 2234; inhibition, % at 11 µM; in the data active means inhibition above about 33%
EBNA-1 inh: EBNA-1 DNA-binding inhibitors, primary screen, biochemical, fluorescence polarization; AID 1950, 2009; 0.34% of 300,000 active; inhibition, % at 14.8 µM; in the data active means inhibition above about 28%
AHR act: AHR activators, primary screen, cell-based, luminescence, luciferase reporter, human; Aryl hydrocarbon receptor (Homo sapiens), P35869; AHR-responsive luciferase reporter cells; activation, % at 5 µM; 2.5% of 320,000 active; in the data active means activation above about 47%;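 further: 0% = vehicle wells and 100% = reference agonist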
RPL19A-GFP yeast: RPL19A-GFP expression modulators in yeast, primary screen, cell-based, S. cerevisiae, multiplex flow cytometry, MLPCN; S. cerevisiae RPL19A-GFP strain, 3 h; active compounds read low; percent response vs DMSO, % at 10 µM; 0.3% of 330,000 active; AID 2025, 2009;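 active means percent response vs DMSO below 50%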;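 further: median channel GFP fluorescence of the barcoded RPL19A-GFP strain; ratio of sample median GFP to plate DMSO average so 100% = DMSO; lower means less RPL19A-GFP as with rapamycin TOR inhibition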
MEP2 TOR yeast: modulators of MEP2-GFP levels in yeast, primary screen, S. cerevisiae, multiplex flow cytometry, MLPCN library | S. cerevisiae MEP2-GFP strain, 3 h; 100% = DMSO control level | GFP response vs DMSO, % at 10 µM | 0.51% of 330,000 active;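 active means GFP response versus DMSO above a set limit, roughly screen mean plus 3 SD, cut at about 180% in these data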;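 further: median GFP fluorescence of the barcode-gated MEP2-GFP cells per well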
procasp7 counter: procaspase-7 activators, primary screen, counter-screen for procaspase-3 activator project, biochemical, absorbance, HTS, human; Caspase-7 (Homo sapiens), P55210; recombinant procaspase-7, Ac-DEVD-pNA absorbance 405 nm; D23A/D198A/D206A triple mutant, cannot self-cleave; scale: DMSO 0, 5 µM enzyme 100; activation, % at 8.5 µM; 0.093% of 330,000 active; AID 463210, 2010;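 active means percent activation above the screen-wide mean plus 3 SD, cut at about 25% in these data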
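Assay system – Uncleavable procaspase-7 mutant enzyme · Quantity – 2 µM procaspase-7 mutant as dispensed · Times – 1 h preincubation, 2 h reaction · Dosing – single nominal 8.5 µM compound dose, 0.8% DMSO final · Buffer or medium – Zinc-free 50 mM HEPES buffer, pH 7.4, with NaCl and Triton X-100 · Detection – Epi-absorbance of released pNA at 405 nm, two timepoints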
* = called active by the depositor; · = not tested or not shown; [ ] = dose if it differs, or a comment.

SMILES | LAP4 TOR yeast | proCasp3 act | ZTA counter | EBNA-1 inh | AHR act | RPL19A-GFP yeast | MEP2 TOR yeast | procasp7 counter
CCCNC(=O)c1cc(Cl)c(NC(=O)C2=C(C)OCCS2)cc1OC | 99.0 | 10.9 | -15.1 | 3.6 | -4.0 | 101.2 | 108.2 | 0.6
CC(=O)Nc1ccc(NC(=O)C2CCCN2/C=C/C(=O)C(F)(F)F)cc1 (stereo not given) | 97.1 | 6.9 | 14.9 | 1.7 | 1.9 | 92.2 | 102.9 | -2.5
CC1CC(O)(CC(O)(c2ccccc2)c2ccccc2)C(C)CN1C (stereo not given) | 74.8[may fluoresce violet] | 4.6 | 6.5 | -10.9 | 2.0 | 65.4[may fluoresce violet] | 251.3*[may fluoresce violet] | 2.1
COc1cccc(C(=O)C2CCCN(C(=O)c3cccc(C#CC(C)(C)O)c3)C2)c1 (stereo not given) | 104.9 | 5.4 | 0.5 | -0.3 | 0.8 | 100.1 | 96.0 | 1.6
O=C(COc1ccc(Br)cc1CNC1CCCC1)Nc1ccccc1 | 92.5 | -6.7 | -2.0 | -4.1 | 9.2 | 102.3 | 106.0 | 6.2
Cc1ccc2c(c1)c1c(n2CC(O)CN2C(=O)CNC2=O)C(=O)CCC1 (stereo not given) | 107.8 | 10.9 | 0.9 | -4.6 | 6.9 | 100.9 | 100.3 | 15.2
CC(=O)Nc1cccc(C(=O)/C=C/c2cccs2)c1 | 105.4 | -7.4 | -0.5 | -9.5 | -0.3 | 96.7 | 97.6 | -0.6
O=C(NC(=S)NCCc1ccccc1)c1ccco1 | 108.4 | 10.2 | -11.7 | -2.3 | 6.2 | 95.2 | 102.1 | -0.5
CCOC(=O)CC1C(=O)NCCN1C(=O)Nc1ccccc1 (stereo not given) | 100.2 | -2.9 | -2.6 | -5.9 | 5.4 | 100.2 | 101.4 | 3.9
CN1C(=O)C(CC(=O)NC2CCCCC2)N(C)C1=O (stereo not given) | 104.9 | 8.7 | -26.9 | -10.1 | -2.7 | 103.1 | 101.5 | 2.3
O=C(Cn1nc(C(=O)O)c2ccccc2c1=O)NC12CC3CC(CC(C3)C1)C2 | 95.5 | -1.3 | 11.5 | -15.9 | 0.8 | 93.3 | 95.5 | -7.4
Cc1ccc(S(=O)(=O)N2CCN(C(=O)NCc3ccc(C(=O)O)cc3)CC2)cc1 | 104.8 | -2.9 | -0.1 | -6.2 | 1.2 | 93.3 | 100.6 | 1.7
O=C(/C=C\N1CCOCC1)c1ccc(Br)cc1 | 92.5 | -8.0 | 0.0 | 2.9 | 1.8 | 101.0 | 92.8 | -9.4
CCNC(=S)N/N=C(\C)c1ccc2ccccc2c1 | 104.3 | -1.2 | 6.1 | 2.3 | 6.1 | 110.6 | 111.3 | -9.7
CCCCN(C)CCCNC(=O)c1ccc(N2CCCC2=O)cc1 | 96.5 | 5.3 | 8.7 | 10.8 | -0.2 | 98.8 | 99.5 | 6.7
CC1CN(C(=O)c2ccccc2OCc2ccc(Cl)cc2Cl)CC(C)O1 (stereo not given) | 92.1 | 0.3 | -3.6 | · | 1.7 | 93.1 | 88.2 | -0.8
CC1(C)C2([N+](=O)[O-])CN3CC1([N+](=O)[O-])CN(C2)C3c1ccccc1 (stereo not given) | 108.3 | -2.3 | 1.1 | 9.0 | 2.1 | 99.4 | 109.6 | 10.9
O=C1/C(=C/c2ccncc2)SC(=S)N1Cc1ccccc1 | 109.9 | -5.3 | 0.7 | 11.1 | 0.7 | 94.7 | 94.1 | -8.9
COc1ccc2cc(S(=O)(=O)c3ccccc3)c(=O)oc2c1 | 105.8 | -2.3 | 8.3 | -9.6 | -1.3 | 97.3 | 100.0 | 3.1
CCOC(=O)c1cc(C)[nH]c1C | 110.0 | -0.8 | 7.7 | 4.3 | -0.7 | 102.5 | 99.5 | -0.9
CC(=O)OCCN1C(=O)c2cccc3cc([N+](=O)[O-])cc(c23)C1=O | 117.6 | -0.3 | -11.7 | -0.4 | -0.7 | 97.6 | 97.8 | 12.3
CCc1ccc(NC(=O)[C@H](C)NC(=O)C2CCN(C(=O)[C@@H](N)CC(C)C)CC2)cc1 | 93.6 | 5.4 | -5.7 | -17.1 | 1.1 | 106.0 | 104.0 | -3.1
NC(=O)C1CCN(C(=S)c2ccc(-c3ccc(Br)cc3)o2)CC1 | 101.0 | -18.2 | 2.6 | -10.7 | 11.3 | 110.5 | 108.5 | -31.0
CC1C(=O)N2CCCc3cc(S(=O)(=O)N(C)CCC#N)cc1c32 (stereo not given) | 110.2 | 2.9 | -1.1 | -1.4 | -0.6 | 107.5 | 108.2 | -3.5
Cc1cccc(N(C)C(=O)CN2C(=O)COc3ccc(S(=O)(=O)N4CCCCCC4)cc32)c1 | 98.0 | 1.0 | -10.1 | 3.4 | 0.8 | 105.5 | 111.2 | 10.0
CN(C)Cc1ccccc1Sc1ccccc1Br | 106.2 | -5.5 | -1.5 | 18.9 | 0.2 | 102.4 | 108.3 | 4.9
O=C(N/N=C/c1sc2ccccc2c1O)c1cccc2ccccc12 | 148.1 | -9.1 | 21.0 | -1.0 | 20.3 | 97.7 | 111.4 | -3.6
CCN(CC(=O)NCc1ccc(Cl)cc1)C(=O)CCOc1ccc(C)cc1 | 100.8 | 5.1 | 6.1 | -4.3 | -0.9 | 95.5 | 96.0 | -5.0
CCN1CCN(CC(=O)N2c3ccccc3CC2C)CC1 (stereo not given) | 99.9 | 0.5 | 6.5 | 12.4 | 3.4 | 97.9 | 97.1 | 4.9
CC(C(=O)Nc1ccc(F)c(F)c1F)N1CCCCCC1 (stereo not given) | 94.4 | 9.9 | -11.0 | -2.6 | -1.2 | 102.5 | 95.8 | 13.1
Nc1nc2c(s1)C(=O)CCC2 | 96.8 | -2.1 | -15.1 | 14.5 | -1.4 | 98.5 | 93.8 | 1.6
CN(Cc1ccccc1)C(=O)c1[nH]cnc1C(=O)Nc1nccs1 | 91.9 | 0.5 | -0.3 | · | 20.0 | 96.8 | 97.9 | 5.5
COc1ccc(N=c2oc3ccccc3cc2C(=O)Nc2ccccn2)cc1OC | 93.4 | -2.7 | -5.7 | -14.7 | 0.4 | 107.0 | 106.8 | -11.5
CCCN1C(=O)c2cc(C(=O)Nc3ccccc3CC)ccc2C1O (stereo not given) | 99.2 | -1.4 | -0.9 | -6.6 | -1.7 | 100.8 | 106.9 | 1.7
O=C(CCn1c2c(c3ccccc31)CCCC2)NNC(=O)c1ccccc1[N+](=O)[O-] | 93.3 | 0.3 | 12.7 | -7.3 | 9.2 | 105.3 | 104.3 | -2.9
O=C(/C=C/c1ccccc1)NC(=S)NNC(=O)c1cccnc1 | 104.8 | -4.3 | 6.6 | 6.0 | 6.8 | 100.3 | 101.8 | -3.5
CSc1ccc(/C=N/N2CCN(Cc3ccc(Cl)cc3)CC2)cc1 | 103.6 | -0.1 | 3.4 | 3.4 | 0.9 | 105.1 | 110.7 | 6.1
Cc1[nH][nH]c(=O)c1C(c1cc([N+](=O)[O-])ccc1O)c1c(C)[nH][nH]c1=O | 96.9 | -12.2 | 5.7 | 5.6 | 1.2 | 96.6 | 102.9 | -17.1
O=C(/C=C/c1ccc(Cl)cc1Cl)NC(=S)Nc1ccccn1 | 101.2 | -2.9 | -6.5 | 9.6 | 32.3 | 94.6 | 100.0 | -4.2
O=C(NC(=O)N1CCCc2ccccc21)c1ccccc1 | 99.2 | 3.2 | -5.7 | 1.9 | 2.2 | 96.1 | 102.6 | 1.5
Nc1ccc(Cl)c(S(=O)(=O)Nc2cccc(Cl)c2)c1 | 89.7 | 1.2 | 6.1 | -6.2 | 2.2 | 94.1 | 92.2 | -1.1
COc1cccc(NC2c3ccccc3C(=O)N2Cc2ccccc2Cl)c1 (stereo not given) | 94.0 | 9.9 | -17.6 | 8.4 | 2.2 | 104.9 | 97.1 | 0.5
CCn1nnnc1SCC(=O)N1CCCCC1 | 97.9 | 5.6 | 0.5 | 3.7 | -0.4 | 98.3 | 103.5 | 10.7
Cc1cc(C)nc(NS(=O)(=O)c2ccc(NC(=O)c3ccc(N4C(=O)CCC4=O)cc3)cc2)n1 | 85.1 | 4.6 | -4.9 | 5.5 | 4.8 | 93.0 | 107.1 | -0.1
CN(C)S(=O)(=O)c1cc(NC(=O)CN2CCN(c3ccccc3F)CC2)ccc1Cl | 112.0 | 2.2 | 18.7 | 9.8 | 0.3 | 100.8 | 114.7 | 9.0
Cc1ccc(/C=N/Nc2ccccn2)s1 | 102.0 | -6.9 | -27.4 | -6.9 | 48.5* | 102.4 | 100.8 | -6.5
CCOc1ccc(C(=O)/C=C/c2ccc(SC)cc2)cc1 | 125.6 | -4.0 | 12.0 | 0.6 | 0.2 | 102.0 | 106.0 | -3.9
COc1ccc(-c2ccc(C(=O)O)o2)c([N+](=O)[O-])c1 | 102.3 | -23.5 | -0.4 | -0.3 | 1.7 | 100.5 | 101.0 | -19.5
Cc1ccc(N2C(=O)C3CCCN3C2=S)cc1 (stereo not given) | 100.2 | -8.8 | 0.9 | 5.5 | 11.0 | 103.2 | 118.3 | -2.5
CCOC(=O)C(C)Sc1nnc(-c2ccccc2O)n1Cc1ccccc1 (stereo not given) | · | 8.0 | 22.6 | 10.9 | -1.9 | 94.5 | 96.7 | 10.8
CC(/C=N/n1c(C2CCCCC2)n[nH]c1=S)=C\c1ccccc1 | 99.1 | -5.2 | 7.4 | 5.8 | -8.1 | 96.3 | 94.1 | 14.6
Cc1c(C2Nc3ccccc3NC3=C2C(=O)CC(C)(C)C3)cnn1C (stereo not given) | 106.8 | 0.4 | -2.3 | -7.2 | 2.0 | 94.1 | 134.5 | 11.4
CCn1c(COc2cccc3ccccc23)nnc1SCC(N)=O | 103.5 | -7.7 | 7.8 | -11.9 | 0.1 | 98.4 | 102.8 | 10.9
Cc1ccc(S(=O)(=O)n2cc(-c3ccccc3)c(N)n2)cc1 | 106.1 | 4.3 | -6.8 | 4.0 | 3.2 | 101.7 | 104.8 | -10.3
CSc1ccc(CCNS(=O)(=O)c2ccc3c(c2)C(C)(C)C(=O)N3C)cc1 | 89.7 | 0.0 | 2.4 | -9.7 | 2.9 | 98.3 | 93.1 | 5.5
